From PubChem BioAssay
Diaph act CS = counter-screen for diaphorase-based assays: diaphorase activators and chemical reducers. Diaphorase/resazurin coupled assay, resorufin fluorescence, 16 min; active compounds read high; 1 = vehicle wells, 0 = NADH-free wells. activation factor at 20 µM. actives 0.005% (n = 190,000);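 active = diaphorase activity raised at least twofold by the compound at 20 µM; inactive = activation factor below 2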
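Material: Clostridium kluyveri diaphorase, purified enzyme; Quantity: enzyme 0.07 U/mL final; Medium: HEPES pH 7.4 buffer with MgCl2 and Tween 20; Dosing: single compound dose of 20 µM, 1% DMSO final; Schedule: 16 min reaction at room temperature; Measured by: red resorufin fluorescence at 544/590 nm excitation/emission.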
STAT3 blocker = reduces IL-6 driven STAT3 reporter signal | U3A cells, IL-6 STAT3-luciferase reporter, luminescence; host cell line lacks STAT1 | inhibition, % at 5.5 µM | actives 0.89% (n = 190,000);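 active = inhibition above the mean inhibition across all screened compounds plus 3 SD, cut at about 44% in these data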;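 note: 0% = DMSO only wells and 100% = 100 µM nifuroxazide control wells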
APP transl inh = APP translation inhibition | SH-SY5Y APP 5'UTR-luciferase reporter, luminescence | inhibition, % at 2 µM | actives 0.82% (n = 190,000);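 active = inhibition above a set limit, derived from the sample mean plus 3 SD, cut at about 45% in these data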; note: values of inactives mirror those of a sister screen read the other way
Diaph inh CS = inhibits diaphorase or chemically oxidizes, flagging diaphorase assay artifacts; diaphorase resazurin-to-resorufin fluorescence, NADH, 16 min; bacterial (C. kluyveri) enzyme, not human; inhibition, % at 20 µM; actives 0.69% (n = 190,000);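 active = primary screen inhibition at 20 µM above a set limit, cut at about 50% in these data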;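 note: plate controls were DMSO with full reaction for no effect and wells lacking NADH for full effect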
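Test system: Clostridium kluyveri diaphorase enzyme / Quantity: diaphorase at 0.14 U/mL in enzyme working solution / Incubation: 16-min room-temperature incubation before reading / Benchmarks: NADH-free wells as positive control, DMSO-only neutral wells / Signal: resorufin fluorescence 544/590 nm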
Hsp70 act = Hsp70 transcriptional activation, primary screen | activation, % at 10 µM | AID 1203 | actives 0.04% (n = 200,000) | HeLa Hsp70 promoter luciferase reporter, luminescence; scaled: vehicle 0, proteasome-inhibitor control 100%;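 active = activation above the mean across all tested compounds plus 3 SD, cutoff set per campaign, cut at about 5.5% in these data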;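 note: 100% = MG132 at 30 µM as the positive control and 0% = DMSO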
G6PDH CS = L. mesenteroides G6PDH inhibition counter-screen; AID 1020; actives 0.12% (n = 200,000); Purified L. mesenteroides G6PDH, diaphorase/resazurin coupled fluorescence, 45 min; inhibition, % at 5 µM; in the data active = inhibition above about 50%
TLR4 MyD88 comp = TLR4-MyD88 interaction inhibition in cells. inhibition, % at 8.4 µM. HeLa CL3-4 TLR4/MyD88 BLA complementation, FRET ratio. actives 0.18% (n = 200,000). O00206+Q99836. AID 861; in the data active = inhibition above about 25%;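 note: 0% = vehicle and 100% = reference inhibitor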
Target sequence (O00206 whole entry, looked up): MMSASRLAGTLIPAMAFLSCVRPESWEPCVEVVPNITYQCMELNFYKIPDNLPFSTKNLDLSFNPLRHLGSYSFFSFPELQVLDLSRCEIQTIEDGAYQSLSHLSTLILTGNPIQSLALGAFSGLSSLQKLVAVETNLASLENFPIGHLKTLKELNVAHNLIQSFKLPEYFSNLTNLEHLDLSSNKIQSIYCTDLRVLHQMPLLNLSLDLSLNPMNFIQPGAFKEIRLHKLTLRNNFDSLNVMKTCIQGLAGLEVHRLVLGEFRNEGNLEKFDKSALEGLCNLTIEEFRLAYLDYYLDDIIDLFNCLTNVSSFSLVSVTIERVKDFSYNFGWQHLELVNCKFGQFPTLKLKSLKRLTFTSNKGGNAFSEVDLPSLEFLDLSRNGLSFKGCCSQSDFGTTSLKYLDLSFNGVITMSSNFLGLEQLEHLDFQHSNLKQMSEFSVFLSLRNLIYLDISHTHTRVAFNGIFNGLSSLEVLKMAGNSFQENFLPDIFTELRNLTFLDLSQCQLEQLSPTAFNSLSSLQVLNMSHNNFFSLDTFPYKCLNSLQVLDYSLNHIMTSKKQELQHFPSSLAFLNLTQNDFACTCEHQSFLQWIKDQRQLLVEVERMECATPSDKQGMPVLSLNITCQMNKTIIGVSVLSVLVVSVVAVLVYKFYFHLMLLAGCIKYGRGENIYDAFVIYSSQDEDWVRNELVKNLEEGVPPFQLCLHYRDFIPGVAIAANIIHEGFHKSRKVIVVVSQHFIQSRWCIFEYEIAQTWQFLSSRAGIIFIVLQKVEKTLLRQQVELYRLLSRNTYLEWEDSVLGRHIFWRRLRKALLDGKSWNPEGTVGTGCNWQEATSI
Target sequence (Q99836 whole entry, looked up): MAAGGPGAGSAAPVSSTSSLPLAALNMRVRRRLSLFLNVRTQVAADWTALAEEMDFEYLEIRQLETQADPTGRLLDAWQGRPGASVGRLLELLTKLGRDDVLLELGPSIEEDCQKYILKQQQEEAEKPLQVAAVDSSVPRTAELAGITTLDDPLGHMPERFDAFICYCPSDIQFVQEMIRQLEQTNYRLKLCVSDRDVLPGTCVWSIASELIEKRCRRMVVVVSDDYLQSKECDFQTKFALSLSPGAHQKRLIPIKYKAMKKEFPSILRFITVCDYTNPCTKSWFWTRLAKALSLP
STAT1 activator = STAT1 signaling activation. actives 2.6% (n = 200,000). NIH 3T3 STAT1-luciferase reporter, IFN-gamma, luminescence; 100% = IFN-gamma alone, no compound. activation (% of control), % at 5.5 µM;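 active = activation above the screen-wide mean activation plus 3 SD, cut at about 130% in these data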;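 note: raw ratio to IFN-gamma control signal so 100% means no change and 0% no light; values of inactives mirror those of a sister screen read the other way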
STAT3 activator = increases IL-6 driven STAT3 reporter signal; activation (% of control), % at 5.6 µM; actives 0.91% (n = 190,000); U3A cells, IL-6 STAT3-luciferase reporter, luminescence; 100% = signal with IL-6 EC80 alone;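 active = activation above the screen-wide mean of compound activation plus 3 SD, cut at about 130% in these data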;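 note: 0% = background luminescence of wells with medium and substrate only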
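Assay system – human STAT1-deficient U3A cells with stable STAT3-luciferase reporter · Also added – IL-6 (33 ng/mL) · Schedule – compound 1 h, then IL-6 6 h at 37 °C · Technique – reporter luminescence signal · Evaluation – % activation versus median of IL-6-stimulated wells · Benchmarks – IL-6-only wells as 100% reference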
STAT1 inh = inhibitors of IFN-gamma induced STAT1 signaling | NIH 3T3 STAT1-luciferase reporter, luminescence | inhibition, % at 5.5 µM | actives 0.35% (n = 200,000) | AID 920;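 active = inhibition above a set limit, the mean inhibition across all tested compounds plus 3 SD, cut at about 34% in these data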;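 note: 0% = IFN-gamma with DMSO and 100% = IFN-gamma with 300 µM nifuroxazide; values of inactives mirror those of a sister screen read the other way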
The depositor's hits bear a star; · = no result given.

SMILES | Diaph act CS | STAT3 blocker | APP transl inh | Diaph inh CS | Hsp70 act | G6PDH CS | TLR4 MyD88 comp | STAT1 activator | STAT3 activator | STAT1 inh
COc1cc(C2NC(=O)NC(O)(C(F)(F)F)C2C(=O)c2cccs2)ccc1O (centres undefined) | 0.9 | -3 | -42 | 9 | 0.1 | 1 | -1 | 110 | 103 | -4
Nc1nc(SCn2nnc3ccccc3c2=O)n[nH]1 | 0.9 | 1 | -15 | 6 | -0.3 | 7 | 5 | 99 | 101 | 2
Cc1c(C#N)c(NC(=O)c2cccc(Cl)c2)n(Cc2ccccc2)c1C | 0.9 | -6 | -8 | 12 | 0.5 | -17 | 7 | 103 | 110 | -3
O=C1Nc2ccc(F)cc2C12Nc1ccccc1-c1nnc(SCc3ccccc3Cl)nc1O2 (centres undefined) | 0.8 | 3 | -56 | 24 | 0.0 | 5 | 10 | 101 | 107 | -1
Cc1cc(C)n(-c2cc(C(=O)O)cc(C(=O)O)c2)n1 | 1 | 2 | 7 | -2 | -0.1 | 12 | -8 | 97 | 100 | 4
Cc1[nH]c2ccc(-c3n[nH]c(=S)n3Cc3ccccc3)cc2c1C | 0.7 | 23 | 12 | 28 | -0.4 | 2 | -2 | 85 | 83 | 17
Cc1cccn2c(CN(C)C3CCCc4ccccc43)c(C(=O)N3CCOCC3)nc12 (centres undefined) | 0.8 | 11 | -13 | 19 | -0.4 | 9 | 2 | 94 | 94 | 5
CCc1ccc(Nc2nnc(SCC(=O)NC(=O)c3cccn3C)s2)cc1 | 1 | -1 | 5 | -2 | -0.2 | 12 | -8 | 88 | 107 | 11
O=S1(=O)N=C(N/N=C/c2ccco2)c2ccccc21 | 1 | 15 | 13 | 3 | -0.3 | 11 | -17 | 100 | 94 | -3
CN(C)C(=O)CN1C(=O)C2CC=C(Cl)CC2C1=O (centres undefined) | 0.8 | 13 | -2 | 16 | -0.3 | 6 | 2 | 107 | 90 | -8
CC(C)(C)C1=Nn2c(nnc2-c2ccccc2F)SC1 | 0.9 | -1 | -20 | 15 | -0.4 | 3 | -6 | 97 | 109 | 3
CNC(=O)c1[nH]cnc1C(=O)Nc1cccc(OC)c1 | 0.9 | 16 | -2 | 12 | -0.3 | 9 | 0 | 98 | 90 | -13
CC(C)(C)c1ccc(C(=O)N2CCC(=O)N(C(COCc3ccccc3)Cc3ccccc3)CC2)cc1 (centres undefined) | 0.9 | 0 | -9 | 5 | -0.2 | 16 | 2 | 107 | 98 | -8
CC(NC(=O)c1ccnn1C)C1CCCO1 (centres undefined) | 0.9 | 2 | -8 | 15 | -0.1 | 11 | 3 | 102 | 98 | -2
O=c1c2c3c(sc2ncn1/N=C/c1ccccc1)CCCC3 | 0.8 | 4 | -4 | 17 | -0.3 | 5 | -5 | 111 | 98 | -18
CCc1c(C)nc(N)n2c(SCC(=O)N3CCCc4ccccc43)nnc12 | 0.7 | 10 | -2 | 28 | -0.3 | -16 | -9 | 108 | 91 | -9
O=S(=O)(Nc1nc2ccccc2nc1Cl)c1ccc2ccccc2c1 | 0.6 | -28 | 3 | 36 | -0.4 | 11 | -5 | 83 | 121 | 19
COc1ccccc1NC(=O)COC(=O)Cc1ccc(S(=O)(=O)N2CCCCC2)s1 | 0.9 | 2 | 7 | 14 | 0.0 | 4 | -3 | 102 | 110 | -3
COc1ccc(C(=S)Nc2ccccc2)cc1 | 0.9 | 14 | -68 | 10 | 0.3 | 2 | 2 | 118 | 94 | -20
Clc1nc(CN2CCCCC2)nc2sc3c(c12)CCC3 | 0.9 | -3 | 14 | 10 | 0.0 | -2 | -18 | 101 | 112 | -1
COc1ccc2[nH]c3c(N4CC(C)OC(C)C4)ncnc3c2c1 (centres undefined) | 0.9 | 5 | 0 | 8 | -0.2 | -1 | 2 | 85 | 97 | 16
CCCCCCC(=O)NC(Nc1ccc(S(N)(=O)=O)cc1)C(Cl)(Cl)Cl (centres undefined) | 0.8 | 2 | 22 | 23 | -0.4 | -1 | -5 | 96 | 99 | 5
O=C(Nc1ccc(S(=O)(=O)N2CCC(C(=O)NC3CCCCC3)CC2)cc1)c1ccco1 | 0.9 | 1 | 10 | 13 | -0.2 | 0 | -7 | 99 | 101 | 2
CC(C)Cc1cc(C(=O)N2CCN(C(c3ccccc3)c3ccccc3)CC2)no1 | 0.8 | 1 | 21 | 23 | -0.1 | 3 | -2 | 95 | 107 | 6
Cc1nc2cc(NCc3cccs3)ccc2n1C | 0.8 | 8 | -122 | 18 | -0.1 | 13 | -13 | 127 | 96 | -31
N#C/C(=C\c1ccccc1OCc1ccc(C(=O)O)cc1)c1ccccc1 | 0.8 | 5 | 9 | 20 | -0.3 | 9 | -9 | 102 | 98 | -3
Cc1ccc2c(Cn3cc(C(F)(F)F)cc(Cl)c3=O)cc(=O)oc2c1 | 0.9 | -6 | 9 | 6 | -0.4 | 2 | 8 | 100 | 107 | 0
CC(C)(C)c1ccc(C(=O)NNC(=O)c2cccc(Br)c2)cc1 | 0.9 | -2 | -13 | 9 | 0.4 | -14 | -5 | 109 | 111 | -10
CCOC(=O)NC(Nc1ccc(OC)cc1)(C(F)(F)F)C(F)(F)F | 0.8 | 0 | 3 | 16 | -0.4 | -4 | -14 | 97 | 98 | 4
CCC(=O)Nc1nc(OC)cc(OC)n1 | 0.9 | -2 | -1 | 11 | -0.1 | 6 | -8 | 91 | 102 | 10

Profiles, quoted from the list. Values in the order: Diaph act CS | STAT3 blocker | APP transl inh | Diaph inh CS | Hsp70 act | G6PDH CS | TLR4 MyD88 comp | STAT1 activator | STAT3 activator | STAT1 inh
Listed for COc1ccccc1NC(=O)COC(=O)Cc1ccc(S(=O)(=O)N2CCCCC2)s1 : 0.9 | 2 | 7 | 14 | 0.0 | 4 | -3 | 102 | 110 | -3
Listed for Cc1ccc2c(Cn3cc(C(F)(F)F)cc(Cl)c3=O)cc(=O)oc2c1 : 0.9 | -6 | 9 | 6 | -0.4 | 2 | 8 | 100 | 107 | 0
Listed for COc1ccc(C(=S)Nc2ccccc2)cc1 : 0.9 | 14 | -68 | 10 | 0.3 | 2 | 2 | 118 | 94 | -20

Continuation.
SMILES | Diaph act CS | STAT3 blocker | APP transl inh | Diaph inh CS | Hsp70 act | G6PDH CS | TLR4 MyD88 comp | STAT1 activator | STAT3 activator | STAT1 inh
Brc1ccccc1-c1nnc(COc2cccc3cccnc23)o1 | 0.8 | 1 | -17 | 23 | -0.1 | 10 | 4 | 101 | 103 | -1
[O-][n+]1onc2c1CCc1c-2nc(-c2ccccc2)n1OCc1ccccc1 | 0.8 | -8 | -8 | 16 | 0.2 | 0 | 6 | 101 | 110 | -1
CCCCCC(=O)NC(NC(=S)N1CCOCC1)C(Cl)(Cl)Cl (centres undefined) | 1 | 10 | -19 | 0 | -0.3 | 14 | 1 | 93 | 93 | 8
Cc1ccc(CNC(=O)COC(=O)CCC(=O)c2cccs2)cc1 | 1 | 25 | -8 | 0 | -0.2 | 10 | -25 | 100 | 86 | -2
Cc1ccc(S(=O)(=O)c2c(C)nn(C(C)(C)C)c2OC(=O)c2ccco2)cc1 | 0.9 | -20 | 8 | 6 | -0.3 | 8 | 2 | 138* | 122 | -41
Cc1ccc(NC(=O)Cn2nnc(C(=O)NCc3ccccc3)c2N)cc1C | 0.9 | 6 | 9 | 6 | -0.3 | -5 | 0 | 104 | 100 | -4
Nc1cc(C(F)(F)F)ccc1C(=O)O | 1 | 2 | 1 | -2 | 0.0 | -1 | -2 | 101 | 105 | -1
O=C(OCc1c(Cl)cccc1Cl)c1ccncc1 | 0.9 | 6 | 5 | 8 | -0.3 | -10 | -1 | 102 | 99 | -2
COc1ccc(OC)c(NC(=O)c2nc3ccccc3s2)c1 | 0.9 | -10 | -39 | 6 | -0.3 | 0 | 0 | 121 | 109 | -26
CCOC(=O)c1c(C)cc(C)n2c1nc1ccccc12 | 1 | 10 | 4 | 1 | 0.5 | 5 | -9 | 95 | 95 | 5
Cc1ccc(NC(=O)c2ccc(NCCN)c([N+](=O)[O-])c2)cc1 | 1.1 | -9 | -33 | -13 | -0.3 | -2 | -5 | 107 | 110 | -8
CCOC(=O)CNC(=O)CSc1nnc(COc2ccc(Cl)cc2)n1CC | 0.9 | -2 | -15 | 12 | -0.2 | 21 | 3 | 109 | 104 | -9
CCN1C(C)=C(C)S/C1=C1\SC(=S)N(NC(C)=O)C1=O | · | 3 | -7 | · | -0.4 | 4 | 5 | 102 | 99 | -2
CC(=O)N1c2c(cc(Br)cc2S(=O)(=O)Nc2c(C)n(C)n(-c3ccccc3)c2=O)CC1C (centres undefined) | 0.8 | 3 | -14 | 19 | 0.1 | -3 | 2 | 97 | 109 | 2
COCc1cc(C)nc(N/N=C/c2ccc(-c3ccc(C(=O)O)c(Cl)c3)o2)c1C#N | 0.9 | 1 | -12 | 14 | -0.1 | -2 | -8 | 109 | 103 | -11
Cc1ccc(-c2cc(-c3ccc4c(c3)OCO4)c(C#N)c(N)n2)o1 | 0.8 | 8 | -2 | 18 | -0.2 | 5 | -14 | 98 | 100 | 2
Clc1ncnc2scc(-c3ccc(Br)cc3)c12 | 1 | 12 | 10 | 4 | 0.0 | 3 | 1 | 99 | 89 | 1
Cc1cc(C)c2cc3c(ccn3C3OC[C@H](O)[C@H](O)[C@H]3O)cc2n1 (some centres undefined) | 0.8 | 7 | 5 | 16 | -0.3 | -13 | 8 | 100 | 97 | 0
COc1cc(/C=C2/SC(=S)NC2=O)ccc1OS(=O)(=O)c1ccc(C)cc1 | 0.5 | 0 | 3 | 50* | -0.3 | -5 | -11 | 102 | 98 | -2
Cc1[nH]n(-c2nc(-c3ccc(Cl)cc3)cs2)c(=O)c1N=Nc1ccc(O)cc1 | 1 | 23 | 54* | -5 | 0.0 | 9 | 18 | 82 | 83 | 19
COc1ccc(CCN2C(=O)CC(N3CCOCC3)C2=O)cc1 (centres undefined) | 1 | 5 | -1 | 3 | 0.1 | 2 | -5 | 102 | 99 | -2
O=C(COc1ccccc1)NC1CCCCC1 | 0.9 | 1 | -1 | 9 | -0.3 | 5 | -16 | 104 | 101 | -4
N#Cc1ccccc1NC(=O)CSc1nnc(-c2ccccc2)n1-c1ccccc1 | 0.9 | -34 | -9 | 13 | 0.3 | -40 | -5 | 92 | 132 | 9
CO/C([O-])=N/c1c[n+](-c2ccc(C)cc2)no1 | 0.9 | 13 | -4 | 12 | 0.2 | -1 | -2 | 110 | 92 | -11
O=C(Nc1ccc(F)cc1)/C(Cl)=C/c1ccccc1 | 0.9 | 12 | -188 | 9 | -0.1 | -1 | 7 | 150* | 95 | -58
Cc1ccc(NCc2nnc3n2CCCCC3)cc1 | 1 | 0 | -2 | 1 | 0.3 | 11 | 5 | 104 | 105 | -4
